High-throughput results: PubChem BioAssay, several laboratories
NTR1 ag: agonists of NTR1, primary screen, imaging, U2OS cells, beta-arrestin-GFP, high content (AID 493036). NTR1-U2OS beta-arrestin-GFP spot imaging, agonist mode. activation, % at 20 µM. hit rate 0.17% among 330,000;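 active = activation at or above 40% of the spot to cytoplasm intensity ratio, with at least 20 cells analyzed; inconclusive = wells under 20 cells, flagged as cytotoxic or low count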;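 note: 0% = DMSO without peptide and 100% = 100 nM NTR1 peptide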
Target sequence (P30989 whole entry, looked up): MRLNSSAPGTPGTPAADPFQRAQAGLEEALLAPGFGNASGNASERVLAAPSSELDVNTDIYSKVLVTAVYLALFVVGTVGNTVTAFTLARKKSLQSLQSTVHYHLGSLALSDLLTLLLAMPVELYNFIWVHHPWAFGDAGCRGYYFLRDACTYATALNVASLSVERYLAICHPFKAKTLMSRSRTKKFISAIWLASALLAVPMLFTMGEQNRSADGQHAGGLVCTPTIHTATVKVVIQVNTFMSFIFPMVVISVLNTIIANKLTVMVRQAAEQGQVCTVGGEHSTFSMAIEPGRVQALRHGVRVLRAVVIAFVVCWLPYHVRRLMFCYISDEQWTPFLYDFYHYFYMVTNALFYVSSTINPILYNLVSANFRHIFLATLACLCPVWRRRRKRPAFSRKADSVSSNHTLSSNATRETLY
K1F lysis inhibition: inhibition of K1F phage lysis, E. coli UTI89, bacterial capsule biogenesis inhibitors, alamar blue (AID 488966). hit rate 0.02% among 340,000. inhibition, % at 100 µM, or IC50 in µM where a hit was titrated. E. coli UTI89 K1F phage lysis, alamar blue, 2 h; higher % means a stronger effect;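 active = phage lysis inhibition, versus mean bacterial control, above a set limit; inconclusive = no clear call, values can overlap the other calls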;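 note: capsule biogenesis inhibitors block K1F phage lysis so surviving cells raise fluorescence; higher fluorescence means more inhibition of phage lysis; actives were called in the ten point dose series up to 300 µM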
LYP phosphatase: PTPN22 lymphoid phosphatase activity blockers – biochemical, fluorescence intensity, uHTS (AID 1779); recombinant LYP phosphatase, fluorescence intensity; higher % means a stronger effect; inhibition, % at 11.5 µM; hits with a dose series show IC50 in µM; hit rate 0.054% among 290,000; in the data active = inhibition above about 50%;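 note: plate controls were vehicle with enzyme for no effect and no enzyme for full effect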
Dengue-2 NS5 capping: flavivirus cap methylation enzyme inhibition – biochemical, confirmation dose response, primary screen (AID 588689); hit rate 0.3% among 340,000; Dengue-2 NS5 methyltransferase capping enzyme assay, biochemical; higher % means a stronger effect; inhibition, % at 25 µM, or IC50 in µM where a hit was titrated; in the data active = a potency from the dose series; inconclusive = inhibition above about 29% without an active follow-up result
AID2073: disruptors of CaV2.2 binding to Mint1 – biochemical, HTRF (AID 2073); HTRF protein-protein interaction, Mint1-CaV2.2; higher % means a stronger effect; inhibition, % at 20 µM, or IC50 in µM where a hit was titrated; hit rate 0.19% among 290,000; in the data active = inhibition mostly above about 51%, no sharp cut-off; inconclusive = no clear call, values can overlap the other calls; inactive = mostly below about 53%; note: some results filed as inactive read as strong as hits
Autophagy mod: modulators of autophagy. hit rate 0.98% among 190,000. calls only at 10 µM (by protocol). MEF GFP-LC3 puncta imaging; test concentration mostly 10 µM. AID 463193;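 active = percentage of spot-positive cells more than 3 SD above its plate mean, without a fluorescence outlier flag or 80% toxicity; inconclusive = no clear call, values can overlap the other calls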;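 note: spot-positive cell cutoff set from DMSO-treated cells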
RSV CPE inhibition: inhibition of RSV-induced cytopathic effect – HEp-2 cells, primary 10 µM value included (AID 2391); HEp-2 cells, RSV-induced CPE inhibition; higher % means a stronger effect; CPE inhibition, % at 10 µM; hits with a dose series show IC50 in µM; hit rate 0.13% among 310,000; in the data active = a potency from the dose series; inconclusive = CPE inhibition mostly from about 23% at the one dose, without a potency; inactive = the rest, 99 in 100 with CPE inhibition below about 21%; note: strong numbers were not always called active
GPR35 antagonists: GPR35 antagonists blocking zaprinast-driven arrestin recruitment, primary screen, imaging, U2OS, beta-arrestin-GFP, zaprinast agonist (AID 2058). U2OS GPR35 beta-arrestin-GFP translocation imaging, zaprinast antagonism; higher % means a stronger effect. inhibition, % at 10 µM, or IC50 in µM where a hit was titrated. hit rate 0.052% among 290,000;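 active = inhibition of at least 50% with at least 30 cells and total cytoplasm GFP at most 10,000,000; inconclusive = under 30 cells or total GFP of 10,000,000 plus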
WT yeast gro inh: growth inhibition of WT yeast, mitochondrial fusion screen. mitochondrial fusion phenotypic screen, WT strain. AID 1362. inhibition, % at 10 µM. hit rate 2.1% among 190,000; in the data active = inhibition above about 58%; tested in S. cerevisiae
WT yeast gro inh mutant strain: recorded beside WT yeast gro inh, whose call it bears; inhibition, %; mitochondrial fusion phenotypic screen, mutant strain inhibition
Autophagy mod cell loss 18 h: further read-out of Autophagy mod, marked with its call; toxicity, %; measured here: cell loss, nuclei count;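 cell loss after 18 h compound exposure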
NTR1 ag cell count 20 µM: further read-out of NTR1 ag, marked with its call; cell count; measured here: cell count, cytotoxicity flag
Dengue-2 NS5 capping pilot replicate: second read-out of Dengue-2 NS5 capping, no call of its own (marks repeat the call); inhibition, %; measured here: pilot screen replicate inhibition
* marks the source's active call; other numbers are inactive results; i = inactive; ? = inconclusive; / = not tested or not shown; [ ] = another dose, or the depositor's remark.

SMILES	NTR1 ag	NTR1 ag cell count 20 µM	K1F lysis inhibition	LYP phosphatase	Dengue-2 NS5 capping	AID2073	Autophagy mod	Autophagy mod cell loss 18 h	RSV CPE inhibition	GPR35 antagonists	WT yeast gro inh	WT yeast gro inh mutant strain	others
O=C1C2C3CCC(C3)C2C(=O)N1Cc1ccccc1 (centres undefined)	-0.3	63	2.0%[50 µM]	-6%	1%	-1%	i	-2	0.9%	-10%	-31	4
CCCCn1c(N)c(N(CCOC)C(=O)c2ccc(COc3ccccc3)o2)c(=O)[nH]c1=O	-0.1	67	1.3%[50 µM]	/	-1%	/	/	/	-1.8%	/	/	/
O=C(CN1CCN(C(=O)c2ccco2)CC1)Nc1cc(C(F)(F)F)ccc1Cl	-0.4	47	0.1%	-9%	-11%	-5%	i	14	-0.7%	17%	-4	0
O=C(Nc1ccccc1Cl)OCc1cncs1	1.2	49	-0.2%	-10%	-12%	-3%	i	18	2.7%	-4%	0	7
CCOC(=O)c1c(C)[nH]c(C)c1C(=O)COC(=O)/C=C/c1ccc(OC(F)F)cc1	22	37	-0.3%	-4%	5%	-8%	i	63	3.5%	-2%	28	7
O=C(Nc1ccc(F)cc1Cl)c1ccc2c(=O)n3c(nc2c1)CCC3	-0.8	44	0.3%[50 µM]	/	-12%	/	/	/	-1.9%	/	/	/
O=C(CSc1ncn[nH]1)c1cccc([N+](=O)[O-])c1	0.6	103	0.2%	2%	-3%	-38%	i	0	1.1%	6%	4	7
Cc1ccc(/C=N/NC(=O)c2c[nH]c3ccccc23)s1	0.9	33	2.2%	1%	1%	9%	i	13	4.5%	1%	-8	3
Cn1c(NC(=O)CCc2ccccc2)cc(=O)n(C)c1=O	1.6	93	0.1%	-3%	-5%	-1%	i	1	-1.0%	-11%	-3	3
O=C(NCC(c1ccco1)N1CCCC1)c1ccccc1F (centres undefined)	0.1	90	-0.1%	-1%	-2%	?	i	-8	0.7%	0%	/	/	Dengue-2 NS5 capping pilot replicate=4.2
Cc1ccc(S(=O)(=O)N2CCC(C(=O)N/N=C/c3cccnc3)CC2)cc1	1.5	67	-0.1%	-7%	-5%	-11%	i	10	2.3%	9%	-16	-17
CCC(CC)c1nnc(NC(=O)[C@@H](NC(=O)c2cccc(C)c2)C(C)C)s1	-1.7	99	0.2%	6%	1%	1%	i	-10	4.2%	-5%	3	7
OC1CCN(Cc2cccc3ccccc23)CC1	-1.2	56	13%	-7%	2%	-4%	/	/	/	1%	/	/
CC1=C/C(=C\c2ccc3c(c2)OCO3)C(=O)S1	3.0	90	0.2%	-6%	-4%	-8%	i	-3	-1.7%	13%	1	13
Cc1cc(C)cc(N(CC(=O)N2CCCC2)S(C)(=O)=O)c1	3.1	65	-0.8%	1%	-5%	-4%	/	/	0.2%	4%	/	/
C=CCC1NCCc2c(Br)cccc21 (centres undefined)	-0.3	38	2.4%	-10%	-2%	-7%	i	3	1.7%	12%	-8	-16
Cc1cc2ccccn2c1C(=O)c1ccc(C#N)cc1	1.3	93	-0.2%	-6%	-1%	-12%	/	/	?	-2%	/	/
O=c1c2ccccc2c(C=NCc2ccccn2)c(O)n1-c1ccccc1	-0.3	76	0.8%	-9%	/	4%	i	7	2.1%	1%	-2	9
Cc1ccc2c(c1)C=CC(C#N)N2C(=O)c1ccccc1 (centres undefined)	-0.9	92	-0.1%	1%	-7%	1%	i	27	-1.5%	-19%	-2	-4
COc1ccc2nc(SCc3cccc(C)c3)nc(C)c2c1	13	44	1.8%[50 µM]	0%	-5%	6%	i	18	13%	2%	6	0

The final two compounds of the part above open the next one:
SMILES	NTR1 ag	NTR1 ag cell count 20 µM	K1F lysis inhibition	LYP phosphatase	Dengue-2 NS5 capping	AID2073	Autophagy mod	Autophagy mod cell loss 18 h	RSV CPE inhibition	GPR35 antagonists	WT yeast gro inh	WT yeast gro inh mutant strain	others
Cc1ccc2c(c1)C=CC(C#N)N2C(=O)c1ccccc1 (centres undefined)	-0.9	92	-0.1%	1%	-7%	1%	i	27	-1.5%	-19%	-2	-4
COc1ccc2nc(SCc3cccc(C)c3)nc(C)c2c1	13	44	1.8%[50 µM]	0%	-5%	6%	i	18	13%	2%	6	0
Cc1ccc(NC(=O)C(CC(C)C)NC(N)=O)cc1 (centres undefined)	0.9	85	0.4%	5%	-2%	0%	i	-14	0.3%	3%	-10	-2
Cc1ccc(S(=O)(=O)N2CCC(C(=O)OCC(=O)NCc3ccco3)CC2)cc1C	-0.6	53	-0.7%[50 µM]	/	-8%	/	/	/	0.2%	/	/	/
CCCS(=O)(=O)c1c(S(=O)(=O)CCC)c2cnccn2c1C(=O)c1ccc(CC)cc1	0.3	40	2.0%	-6%	3%	6%	i	-1	1.5%	4%	-21	-1
O=C(Cn1nc(C(=O)O)c2ccccc2c1=O)Nc1cc(Cl)cc(Cl)c1	2.8	40	0.2%	0%	-4%	76%	/	/	1.9%	3%	/	/
Cc1[nH]c2ccc(C(=O)NCCCN3CCN(C)CC3)cc2c1C	0.6	65	0.3%	-9%	-2%	6%	/	/	-0.2%	11%	/	/
O=S1(=O)CCOCCCN1Cc1cccc(C(F)(F)F)c1	-2.0	62	0.4%	-10%	-9%	-4%	/	/	-1.1%	-11%	/	/
COc1cccc(NC(=O)N(CCN(C)C)C(C)c2cccnc2)c1 (centres undefined)	-0.2	56	2.2%[50 µM]	-7%	-1%	-7%	/	/	-1.1%	0%	/	/
O/N=C1\CCSc2ccc(F)cc21	-0.3	49	-1.0%	9%	7%	15%	/	/	3.8%	5%	/	/
C=CCSc1nc(=O)n2ccccc2n1	2.7	53	1.9%	-1%	-7%	3%	i	-3	-0.1%	-4%	-6	10
Cn1c(=O)[nH]c(=O)c2c1[nH]c(=S)n2CCCc1ccccc1	2.4	49	-0.2%	-6%	-16%	-60%	/	/	/	6%	/	/
CCC(C)C1NC(=S)N(Cc2ccccc2)C1=O (centres undefined)	1.2	56	0.5%	-11%	0%	-3%	i	10	1.2%	5%	9	-58
O=C(CS(=O)(=O)c1ccccc1)Nc1ccc(Br)cn1	0.0	70	0.0%	3%	-10%	-5%	i	5	0.8%	0%	-10	-1
COc1ccccc1NC(=O)c1sc2ncn(CC(=O)N3CCC(C)CC3)c(=O)c2c1C	0.8	76	3.2%	-2%	-13%	2%	/	/	2.2%	8%	/	/
COc1ccc(CCNC(=O)COc2ccc(S(=O)(=O)N3CCOCC3)cc2C)cc1	-0.6	59	-0.8%	-8%	-4%	5%	/	/	1.3%	4%	/	/
CCOc1ccccc1NC(=O)NNS(=O)(=O)c1cc(OC)ccc1OC	1.3	62	0.9%[50 µM]	-3%	-1%	10%	/	/	1.3%	-9%	/	/
O=C(COC(=O)COc1ccc2c(c1)CCC2)Nc1ccccc1	-1.9	61	0.3%[50 µM]	/	3%	/	/	/	0.7%	/	/	/
COc1ccc(C(=O)CN2C(=O)c3ccccc3S2(=O)=O)cc1Br	0.8	66	1.3%[50 µM]	-5%	4%	20%	/	/	0.4%	2%	/	/
Cc1ccc(NC(=O)COC(=O)/C=C/c2ccco2)cc1S(=O)(=O)N(C)C	1.1	62	-3.5%	1%	-9%	50%	i	2	2.8%	3%	11	2
COc1cc2cccc(OC)c(=O)c2c(OC)c1OC	-2.7	96	-0.7%	-1%	-1%	?	i	-9	0.2%	-1%	6	1
O=C(CCN1C(=O)COc2ccccc21)NCCN1CCOCC1	-0.1	35	0.3%	-3%	-3%	5%	i	0	0.0%	4%	51	13
CCCCOC(=O)c1ccc(NC(=S)NC(=O)c2c(Cl)cnn2C)cc1	0.8	72	2.2%	6%	-6%	-13%	i	-7	2.2%	4%	9	16
O=C(Nc1nnc(C2COc3ccccc3O2)o1)c1ccc(F)cc1 (centres undefined)	2.2	63	14%	3%	-9%	-1%	i	-6	14%	-8%	63*	53*
COc1ccc(NC(=O)NCCCN2CCCC2=O)c(OC)c1	-0.5	83	0.0%	-5%	-4%	-6%	i	7	3.4%	0%	-10	0
O=C(Nc1ccc(CCC(=O)N2CCCC2)cc1)c1ncn[nH]1	1.3	80	0.3%	-9%	-8%	-3%	i	9	2.3%	19%	17	12
Cc1ccc(OCC(=O)N2CCN(c3nnc(-c4ccccc4)c4ccccc34)CC2)cc1	17	92	-0.4%	4%	-8%	-22%	i	-7	18%	-26%	51	24
COc1ccccc1CNC(=O)Cn1cnc2ccccc2c1=O	-1.6	96	0.3%	-8%	-1%	-1%	i	26	1.2%	-5%	-8	-9
COc1ccc(COC(=O)C2=C(C)NC(=O)NC2c2ccc(OC)cc2)cc1 (centres undefined)	0.2	77	-2.3%	-4%	0%	3%	/	/	-1.3%	6%	/	/
CC1Cc2cc(-c3csc(NC(=O)Cc4cccs4)n3)ccc2N1S(C)(=O)=O (centres undefined)	17	63	9.9%	1%	-11%	2%	i	11	-0.5%	-17%	20	-3
O=C(CSc1ccccn1)Nc1nonc1[N+](=O)[O-]	1.1	62	0.0%	-9%	-33%	-8%	/	/	-2.1%	-1%	/	/
N#Cc1nc(Nc2cc(F)cc(F)c2)c2ncn(CC(F)F)c2n1	4.0	60	4.3%	/	-14%	/	/	/	1.6%	/	/	/
COc1ccccc1NC1SC(=O)N(c2ccccc2)C1=O (centres undefined)	-0.8	89	1.1%	-6%	-13%	-3%	i	-7	0.4%	4%	-1	6
COc1ccc(C2C(C(=O)O)c3ccccc3C(=O)N2Cc2ccco2)cc1 (centres undefined)	0.2	55	/	-10%	/	2%	/	/	/	-1%	/	/
COc1cc2c(cc1OC)CN(C(=O)Nc1ccccc1Cl)CC2	3.9	41	0.1%	-10%	-5%	9%	/	/	13%	-5%	/	/
CCN(CC(=O)Nc1ccccc1C(F)(F)F)C(=O)c1ccc2c(=O)n3c(nc2c1)CCC3	-1.6	100	1.4%[50 µM]	/	-2%	/	/	/	0.6%	/	/	/
CCn1c(C)nnc1SCC(=O)Nc1ccccc1OC	0.5	63	-0.2%	-6%	-3%	-4%	/	/	0.1%	-6%	/	/
C=CCn1c(O)c(N=NC(=S)Nc2ccccc2F)c2ccccc21	4.9	48	-0.1%	1%	10%	-9%	i	4	-1.6%	13%	23	-61
Cc1oc(-c2ccccc2F)nc1CS(=O)CC(=O)NCc1ccccn1 (centres undefined)	0.9	47	0.4%	-5%	-3%	7%	/	/	0.9%	20%	/	/
CC(/C=C/c1ccccc1)=N/NC(=O)c1nc2nc(C)cc(C)n2n1	2.1	39	-0.3%	-2%	-9%	-7%	i	-4	0.4%	8%	-6	-8
Fc1cccc(CSc2ccc(-c3ccc4c(c3)OCO4)nn2)c1	11	61	0.1%	2%	-3%	11%	i	18	-0.1%	-3%	26	4
